RXFP1 agonist: qHTS Assay for Agonists of the Relaxin Receptor RXFP1 | Relaxin receptor 1 (Homo sapiens), Q9HBX9 | AID 2676, 2010 | HEK293T-RXFP1 cAMP TR-FRET, 30 min; response scale: percent of porcine relaxin response, buffer zero | actives 0.3% (n = 370,000) | Potency, µM (titrated, usually from 57.5 µM), for the others: at the top dose activation, usual class: activators; note: potency is the fitted concentration of half-maximal effect; % is set by controls: 0 for no effect and ±100 for the full control effect; nearly all actives have a fitted effect of over 60% in size; many of its hits are not listed in these tables
Target sequence (Q9HBX9 whole entry, looked up): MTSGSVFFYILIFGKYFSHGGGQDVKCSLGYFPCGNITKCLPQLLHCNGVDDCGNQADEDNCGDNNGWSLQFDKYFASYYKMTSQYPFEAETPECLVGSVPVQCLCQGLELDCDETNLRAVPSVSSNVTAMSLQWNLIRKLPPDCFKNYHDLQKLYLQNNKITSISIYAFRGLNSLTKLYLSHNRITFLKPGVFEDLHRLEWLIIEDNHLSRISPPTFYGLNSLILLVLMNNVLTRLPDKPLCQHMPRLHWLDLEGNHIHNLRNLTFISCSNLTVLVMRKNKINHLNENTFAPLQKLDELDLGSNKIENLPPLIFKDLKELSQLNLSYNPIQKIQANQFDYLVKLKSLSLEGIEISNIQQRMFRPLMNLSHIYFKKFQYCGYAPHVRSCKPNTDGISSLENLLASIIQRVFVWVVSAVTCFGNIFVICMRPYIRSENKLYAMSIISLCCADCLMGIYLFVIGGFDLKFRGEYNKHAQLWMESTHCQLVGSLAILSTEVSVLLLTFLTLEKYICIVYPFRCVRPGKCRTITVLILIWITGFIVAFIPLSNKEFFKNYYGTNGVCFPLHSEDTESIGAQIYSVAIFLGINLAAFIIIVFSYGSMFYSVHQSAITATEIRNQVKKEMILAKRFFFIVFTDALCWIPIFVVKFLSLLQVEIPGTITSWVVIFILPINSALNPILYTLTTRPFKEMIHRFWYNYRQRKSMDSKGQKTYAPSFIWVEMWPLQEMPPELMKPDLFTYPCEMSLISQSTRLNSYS
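HEK293T cells stably expressing RXFP1 were pretreated with the PDE4 inhibitor Ro 20174, exposed to compounds for 30 min at 37C, lysed, and cAMP was read by TR-FRET. Data normalized to buffer (basal) and 29 nM porcine relaxin (100%).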
D2 potentiator: HTS Assay for Positive Allosteric Modulators of the Human D2 Dopamine Receptor: Primary Screen for Potentiators; D(2) dopamine receptor (Homo sapiens), P14416; HEK293 T-REx D2, calcium flux, EC20 dopamine potentiation; potentiation, % at 10 µM; actives 0.34% (n = 340,000); AID 485347, 2010;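 active = potentiation over 3 SD above the plate norm, cut at about 30% in these data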; note: 0% is about no effect
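Cells plated with tetracycline inducer and held overnight at 30 C; calcium dye loaded 30–90 min at room temperature; baseline taken, compound added and read 180 s; EC20 dopamine then added and read 180 s.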
Vif-A3F inh: qHTS for Inhibitors of Vif-A3F Interactions: qHTS. HeLa A3F-eYFP + Vif (tagged APOBEC3F with the HIV-1 protein that degrades it), YFP fluorescence increase. actives 0.2% (n = 390,000). Potency, µM (highest dose often 46.1 µM), inactives show at the highest dose activity, negative = active; note: potency is the fitted concentration of half-maximal effect; % of control where 0% means no effect; nearly all actives have a fitted effect of over 65% in size
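HeLa cells stably expressing Vif plus C-terminally eYFP-tagged A3F were seeded, incubated overnight at 37 deg C, dosed with compound, incubated overnight again at 37 deg C. Yellow fluorescence (Ex 488/Em 500-530) reported blocked Vif-mediated A3F-eYFP degradation.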
D1 antag: Antagonist of Human D 1 Dopamine Receptor: qHTS | HEK293 TREx D1 cells, calcium flux, dopamine EC80; active compounds read low | D(1A) dopamine receptor (Homo sapiens), P21728 | activity change, negative = inhibition, % at 10 µM | actives 3.2% (n = 360,000); in the data active = activity change below about -30%; note: % is set by controls: 0 for no effect and ±100 for the full control effect
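After overnight tetracycline induction at 30 C, force-coupled D1 HEK293 cells took up a no-wash calcium dye at room temperature. Compounds were added and monitored 180 s, and the response to EC80 dopamine was then recorded.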
GRP78 ERSR act: qHTS for Inducers of the Endoplasmic Reticulum Stress Response (ERSR) in Human Glioma: qHTS; U87-MG GRP78 promoter luciferase reporter, 16 h; Potency, µM, without a hit: at the top dose activation, usual class: activators; actives 0.02% (n = 420,000); AID 602332, 2012; note: potency is the fitted concentration of half-maximal effect; series mostly up to about 76 µM; % of control where 0% means no effect; nearly all actives have a fitted effect of over 35% in size
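Stably transfected U87-MG glioma cells carrying a GRP78-based luciferase sensor; 16 h compound incubation. Luminescence end-point read 10 min after Bright-Glo addition at room temperature.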
RXFP1 antagonist: qHTS Assay for Antagonists of the Relaxin Receptor RXFP1; HEK293-RXFP1, relaxin-stimulated cAMP HTRF, 30 min; active compounds read low; activity change, negative = inhibition, % at 57.5 µM; Relaxin receptor 1 (Homo sapiens), Q9HBX9; AID 1259400, 2018; actives 0.59% (n = 350,000);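 active = activity change of -60% or lower, but not beyond a set lower limit; inconclusive = change between -60% and -40%, or beyond the set limit; inactive = change above -40%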; note: % is set by controls: 0 for no effect and ±100 for the full control effect
Vif-A3G inh: qHTS for Inhibitors of Vif-A3G Interactions: qHTS; Potency, µM (doses to about 46.1 µM), without a hit: top-dose activity, negative = active, usual class: inhibitors; HeLa A3G-eYFP + Vif (tagged APOBEC3G with the HIV-1 protein that degrades it), YFP fluorescence, overnight; DNA dC->dU-editing enzyme APOBEC-3G (Homo sapiens), Q9HC16; actives 0.076% (n = 410,000);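 note: potency is the fitted concentration of half-maximal effect; % is set by controls: 0 for no effect and ±100 for the full control effect; nearly all actives have a fitted effect of over 60% in size; hits raise eYFP signal because A3G escapes Vif-driven loss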
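Read-out is eYFP fluorescence (Ex 488/Em 500-530) from Vif-expressing HeLa A3G-eYFP cells; more signal means A3G escaped Vif-mediated degradation. Cells plated overnight, compound pinned in, incubated overnight at 37 deg C.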
D1 PAM: Potentiators of Human D1 Dopamine Receptor: qHTS | HEK293 TREx D1 cells, calcium flux, dopamine EC20 potentiation | potentiation, % at 10 µM | actives 0.036% (n = 360,000) | AID 504651, 2011; in the data active = potentiation above about 30%; note: 0% is about no effect
D1 ag: Allosteric Agonists of the Human D1 Dopamine Receptor: qHTS. D(1A) dopamine receptor (Homo sapiens), P21728. HEK293 T-REx D1 cells, calcium flux, agonist mode. activation, % at 2 µM. actives 1% (n = 360,000). AID 504660, 2011; in the data active = activation above about 30%; note: 0% is about no effect
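Agonism was scored from calcium flux recorded over 180 s (1 read/s) after pintool compound addition, following a 10-cycle baseline. Cells were inducible force-coupled HEK293 TREx D1, plated overnight at 30 C and loaded with no-wash calcium dye.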
Starred values were filed as active, the others as inactive; ? = inconclusive; nt = not tested or not shown; & = joins results of further samples. Unless noted, calls come from the whole dose curve; as a rule, active = well fitted curve in the direction sought with a large enough effect; inconclusive = small, poorly fitted or top-dose-only effect, or another doubt; inactive = no such curve, though single readings can be large; an effect the other way counts as inactive or inconclusive. Only part of the results is shown. The share of hits here may be higher or lower than overall.

#	compound	RXFP1 agonist	D2 potentiator	Vif-A3F inh	D1 antag	GRP78 ERSR act	RXFP1 antagonist	Vif-A3G inh	D1 PAM	D1 ag
1	CCCCN(C(=O)c1cccc(S(=O)(=O)N2CCCCC2)c1)C1CCS(=O)(=O)C1 (stereo not drawn)	0.6%&0.7%	0&10	-6%&0%	12&-30	0%&-3%	5&7	-5%&3%	-8&-3	0&-1
2	CCc1nnc(NC(=O)C(C)N2C(=O)C3C4C=CC(C4)C3C2=O)s1 (stereo not drawn)	0.3%	-10	-2%	-43*	-3%	6	1%	0	1
3	Cc1ccc(C(C)CCN2CCC(n3nccc3NC(=O)c3ccccc3)CC2)o1 (stereo not drawn)	0.5%	4	-5%	-19	-3%	-8	0%	-5	3
4	C=CCSc1nnc(NC(=O)c2ccc(N3CCCC3=O)cc2)s1	0.9%	23	0%	-3	2%	1	5%	-1	2
5	O=c1ccc(S(=O)(=O)N2CCCC2)cn1Cc1ccc(F)cc1	1.0%	-4	-2%	5	-3%	-2	7%	-1	1
6	COc1ccc(C(=O)N2CCN(C)C(=O)[C@@H]2C)cc1OC1CCN(C(C)C)CC1	-1.0%	nt	10%	-10	0%	-11	-1%	-3	4
7	Cc1ccc(-c2c(C(=O)N(C)Cc3ccccc3)oc(=O)c3ccccc23)cc1	0.7%&0.9%	-19&5	3%&-9%	12&10	-2%&-3%	-4	-1%&-7%	1&1	14&7
8	C=CCNC(=S)NNC(=O)c1ccc(C)c(Cl)c1	2.1%	11	5%	5	-2%	-3	0%	-1	2
9	Cc1ccc(C(=O)NCC(=O)OCc2nnc(-c3ccc([N+](=O)[O-])cc3)o2)s1	0.1%	-10	-12%	2	-4%	-5	-1%	-11	2
10	CCOc1ccc(S(=O)(=O)N2CCCCC2)cc1NC(=O)CSCc1c(C)noc1C	7.5%	18	0%	1	-2%	-4	-5%	-13	3
11	Cn1c(CC(=O)NNC(=O)c2ccc(F)cc2F)nc2ccccc21	-0.1%	6	3%	2	0%	-4	-2%	nt	0
12	CCCN(C(=O)Cn1cc(S(=O)(=O)N2CCN(c3ccccc3F)CC2)c2ccccc2c1=O)c1cccc(C)c1	3.2%	2	0%	-11	-2%	nt	0%	-1	5
13	O=C(NCCNCc1ccccn1)c1ccco1	0.1%	0	7%	9	-3%	-1	-2%	2	6
14	COc1ccc(NC(=O)C(=O)N/N=C\c2ccc(CNC(=O)C(=O)Nc3ccc(C)c(C)c3)o2)c(OC)c1	-0.3%	-4	-9%	-19	1%	-2	0%	-6	0
15	COc1ccc(-n2c(N)c(C#N)c3ccc([N+](=O)[O-])cc3c2=O)cc1	2.5%	-2	?	0	2%	-6	-12%	2	1
16	COc1cc(C(=O)NC2CC(C)(C)CC(C)(C)C2)ccc1OC1CCN(C(C)=O)CC1	-0.6%	6	7%	-1	-2%	2	0%	-2	6
17	COc1ccc(C(=O)C(C)OC(=O)c2sc(C)nc2C)cc1 (stereo not drawn)	-0.4%	23	1%	3	-3%	-2	0%	-4	3
18	CCS(=O)(=O)c1ncc(N(Cc2ccccc2)Cc2ccco2)c(C(=O)Nc2ccc(C)c(C)c2)n1	2.6%	12	0%	5	-5%	-16	1%	-1	2
19	Cc1ccc(-n2ncc(C(=O)Nc3ccc4c(c3)OCCO4)c2C2CCN(C(=O)OC(C)(C)C)CC2)cc1C	-0.5%	nt	6%	-7	-4%	-11	-1%	-9	0
20	Cc1cc(NC(=O)c2ccc(N3C(=O)CCC3=O)cc2)no1	0.4%	0	0%	0	5%	-3	0%	-5	2

Continued, overlapping the part above by 5 compounds.
#	compound	RXFP1 agonist	D2 potentiator	Vif-A3F inh	D1 antag	GRP78 ERSR act	RXFP1 antagonist	Vif-A3G inh	D1 PAM	D1 ag
16	COc1cc(C(=O)NC2CC(C)(C)CC(C)(C)C2)ccc1OC1CCN(C(C)=O)CC1	-0.6%	6	7%	-1	-2%	2	0%	-2	6
17	COc1ccc(C(=O)C(C)OC(=O)c2sc(C)nc2C)cc1 (stereo not drawn)	-0.4%	23	1%	3	-3%	-2	0%	-4	3
18	CCS(=O)(=O)c1ncc(N(Cc2ccccc2)Cc2ccco2)c(C(=O)Nc2ccc(C)c(C)c2)n1	2.6%	12	0%	5	-5%	-16	1%	-1	2
19	Cc1ccc(-n2ncc(C(=O)Nc3ccc4c(c3)OCCO4)c2C2CCN(C(=O)OC(C)(C)C)CC2)cc1C	-0.5%	nt	6%	-7	-4%	-11	-1%	-9	0
20	Cc1cc(NC(=O)c2ccc(N3C(=O)CCC3=O)cc2)no1	0.4%	0	0%	0	5%	-3	0%	-5	2
21	Cc1ccc(C2C(C#N)=C(N)OC3=C2C(=O)CC(C)(C)C3)s1 (stereo not drawn)	-2.3%	2	-4%	6	-1%	19	3%	9	0
22	CCOC(=O)CCCc1ccc(/C(C)=N/NC(N)=S)cc1	-3.5%	14	-21%	-5	-2%	-4	-12%	-3	9
23	Cc1ccc(-c2onc(C)c2C)cc1S(=O)(=O)Nc1ccc(Cl)cn1	2.4%	-2	0%	20	-4%	-19	2%	-1	2
24	CCCC1C(=O)N(Cc2ccccc2)C(=O)CC1C (stereo not drawn)	-0.9%	-35	6%	1	0%	11	2%	2	3
25	O=C1CCc2cc(S(=O)(=O)NC(C(=O)N3CCN(c4ccccn4)CC3)c3ccccc3)ccc2N1 (stereo not drawn)	-1.4%	-4	5%	5	-6%	1	-1%	-4	3
26	N=C1/C(=C/c2cccn2-c2ccc([N+](=O)[O-])cc2)C(=O)N=C2SC=CN12	1.6%	0	6%	3	-5%	-4	-1%	-2	3
27	Cn1c2ccccc2c2cc(/C=N/NC(=O)c3cc(O)ccc3O)ccc21	2.9%	13	-4%	-9	7%	-112*	-8%	-2	3
28	CCOC(=O)c1cc(CC)sc1N	0.7%	3	2%	-6	-2%	5	-3%	-4	9
29	COC(=O)c1ccc(C2C(Oc3ccc(OC)cc3)C(=O)N2CCc2ccc(OC)c(OC)c2)cc1 (stereo not drawn)	0.1%	-6	1%	-12	-1%	7	0%	-3	16
30	COc1ccc(NC(=O)c2oc3ccccc3c2NC(=O)C2CCCO2)cc1OC (stereo not drawn)	0.6%	0	2%	3	2%	-28	-13%	3	2
31	Cc1ccc(C(=O)O[C@H](C(=O)O)[C@H](OC(=O)c2ccc(C)cc2)C(=O)O)cc1	2.7%	0	3%	-11	-5%	0	-8%	0	4
32	COc1ccc(NC(=O)C2CCCN(C)C2)cc1OCC(C)C (stereo not drawn)	-2.3%	-13	-11%	7	-7%	0	-4%	-1	2
33	CC1=C(C(=O)OCC(C)C)C(c2ccsc2)NC(=O)N1 (stereo not drawn)	-1.2%	-5	7%	1	-4%	-7	-5%	-6	0
34	CN(C)c1ccc(/C=C(\NC(=O)c2ccccc2)C(=O)N/N=C/c2ccc(C(=O)O)cc2)cc1	1.1%	8	-1%	-2	0%	-35	-1%	-8	7
35	CCC1=[N+](CC(=O)c2ccc(C)cc2)CCn2cccc21	0.8%	-4	?	20	6%	6	-6%	-9	2
36	COc1ccc(-c2cc(-c3n[nH]c(=S)n3-c3cccc4ccccc34)[nH]n2)cc1	0.5%	4	3%	4	-3%	?	-14%	9	1
37	CN(C)c1ccnc2sc3c(=O)n(-c4ccccc4)cnc3c12	4.1%	-9	0%	9	0%	1	4%	4	-1
38	N#CC1(C#N)[C@@H](C(=O)C23CC4CC(CC(C4)C2)C3)C12CCOCC2	0.8%	-8	2%	-5	-4%	24	0%	4	0
39	O=C(COC(=O)c1cccc(C(F)(F)F)c1)NCc1ccccc1	0.1%	9	-9%	-8	-4%	-2	0%	-6	4
40	CCCOc1cccc(C(=O)N(Cc2ccccc2)C2CCS(=O)(=O)C2)c1 (stereo not drawn)	-1.4%	21	8%	-13	-4%	5	-7%	1	-3

One compound at a time, as listed above. Order of screens: RXFP1 agonist, D2 potentiator, Vif-A3F inh, D1 antag, GRP78 ERSR act, RXFP1 antagonist, Vif-A3G inh, D1 PAM, D1 ag
Entry for N=C1/C(=C/c2cccn2-c2ccc([N+](=O)[O-])cc2)C(=O)N=C2SC=CN12 = 1.6%, 0, 6%, 3, -5%, -4, -1%, -2, 3
Entry for CCOC(=O)c1cc(CC)sc1N = 0.7%, 3, 2%, -6, -2%, 5, -3%, -4, 9
